Screening results: PubChem BioAssay, several laboratories
LMPTP block = LMPTP phosphatase inhibitors, primary screen, biochemical, fluorescence intensity, uHTS | recombinant LMPTP-A, OMFP fluorogenic substrate | 360,000 tested, 0.22% active | inhibition, % at 20 µM | Low molecular weight phosphotyrosine protein phosphatase (Homo sapiens), P24666;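 active = compounds that cut the enzyme signal by at least half of the control window in the single-dose screen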;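 also: plate controls were DMSO wells with enzyme plus substrate for no effect and substrate without enzyme for full effect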
Target sequence (P24666 whole entry, looked up): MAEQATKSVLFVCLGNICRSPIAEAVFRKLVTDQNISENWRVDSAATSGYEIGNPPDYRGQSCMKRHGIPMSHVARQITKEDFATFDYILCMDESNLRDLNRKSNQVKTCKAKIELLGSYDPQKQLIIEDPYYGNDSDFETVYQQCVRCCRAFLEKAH
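Test system: LMPTP-A, protein tyrosine phosphatase of low molecular weight; Input: 0.625 nM enzyme; Incubation: 50 min dark incubation at room temperature; Signal: endpoint fluorescence intensity from OMFP dephosphorylation; Read-out basis: % inhibition versus control wells.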
SKN-1 inh = suppressors of acrylamide-induced Pgst-4::GFP reporter in worms, primary screen, SKN-1 inhibitor project, whole organism, uHTS, GFP/RFP fluorescence ratio, strain VP596. C. elegans VP596 Pgst-4::GFP/RFP ratio, 24 h. inhibition, % at 21.8 µM. 360,000 tested, 0.49% active;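 active = interference check ratio from 0.5 to 1.5 plus GFP to RFP signal ratio inhibition reaching or exceeding a fixed threshold, cut at about 30% in these data, passing the limit was not always enough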; also: some compounds called inactive have numbers as strong as hits
Tb MetRS inh = T. brucei MetRS inhibitors, primary screen, biochemical, luminescence; methionyl-tRNA synthetase (Trypanosoma brucei brucei); purified T. brucei MetRS, ATP depletion, Kinase-Glo luminescence; inhibition, % at 11.9 µM; 360,000 tested, 0.4% active;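 active = inhibition above a per-plate cutoff of the control wells' mean inhibition plus 3 SD, cut at about 5.5% in these data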;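 also: 0% = DMSO wells median and 100% = median of wells with control inhibitor compound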
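technique = Kinase-Glo luminescence, ATP depletion format | system = purified MetRS (methionyl-tRNA synthetase) enzyme from Trypanosoma brucei | timing = 15 min preincubation, 2 h reaction, all 25 °C | evaluation = percent inhibition versus plate control medians | dosing = single dose, 11.9 µM final nominal, 0.9% final DMSO | also added = substrates ATP, L-methionine and bulk Escherichia coli tRNA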
STEP block = STEP phosphatase inhibitors, primary screen, biochemical, fluorescence intensity, uHTS | 360,000 tested, 0.25% active | inhibition, % at 20 µM | recombinant STEP, OMFP fluorogenic substrate;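 active = inhibition at 20 µM, scaled per plate between control wells, above about 37%, limit read from the data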;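 also: 0% = DMSO with enzyme and substrate and 100% = substrate only without enzyme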
Target sequence (P54829 whole entry, looked up): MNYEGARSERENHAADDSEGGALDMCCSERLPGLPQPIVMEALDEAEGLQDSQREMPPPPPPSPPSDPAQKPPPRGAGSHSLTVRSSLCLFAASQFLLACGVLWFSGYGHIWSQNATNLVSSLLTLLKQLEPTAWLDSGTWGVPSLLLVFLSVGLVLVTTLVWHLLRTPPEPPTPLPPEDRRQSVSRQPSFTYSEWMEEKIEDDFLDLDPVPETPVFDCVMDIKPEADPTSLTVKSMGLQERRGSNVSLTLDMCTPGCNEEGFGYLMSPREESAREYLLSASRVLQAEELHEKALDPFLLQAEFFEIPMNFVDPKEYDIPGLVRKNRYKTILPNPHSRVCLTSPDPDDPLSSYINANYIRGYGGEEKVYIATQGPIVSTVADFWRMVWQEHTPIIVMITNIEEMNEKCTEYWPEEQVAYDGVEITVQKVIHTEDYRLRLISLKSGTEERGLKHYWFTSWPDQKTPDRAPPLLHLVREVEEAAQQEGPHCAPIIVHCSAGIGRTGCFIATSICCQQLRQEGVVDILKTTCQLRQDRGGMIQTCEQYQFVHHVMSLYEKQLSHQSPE
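Measure: Control-normalized % inhibition with plate pattern correction | Test system: STEP phosphatase, cell-free reaction | Medium: pH 6.0 Bis-Tris with DTT and Tween 20 | Technique: Fluorescence, 480/540 nm | Times: Reaction 20 min, ambient temperature | Doses: Single compound dose of 20 µM, 1% DMSO final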
Scp-1 inhibitor = Scp-1 phosphatase inhibitors, primary screen, biochemical, colorimetric, uHTS; 340,000 tested, 0.88% active; Recombinant Scp1, phosphopeptide, malachite green phosphate absorbance; AID 493091, 2011; Carboxy-terminal domain RNA polymerase II polypeptide A small phosphatase 1 (Homo …; inhibition, % at 20 µM;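 active = inhibition above about 50% at 20 µM, limit read from the data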;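 also: plate controls were DMSO wells with enzyme for no effect and wells lacking enzyme for full effect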
Target sequence (Q9GZU7 76-261 limits assumed): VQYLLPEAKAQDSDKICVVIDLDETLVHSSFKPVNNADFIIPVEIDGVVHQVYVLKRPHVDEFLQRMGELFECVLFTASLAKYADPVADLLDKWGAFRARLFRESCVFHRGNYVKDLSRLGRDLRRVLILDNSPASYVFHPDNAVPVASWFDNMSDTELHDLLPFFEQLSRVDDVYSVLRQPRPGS
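System: truncated SCP-1 phosphatase (76-261aa); medium: Tris acetate buffer pH 5.5 with MgCl2 and Tween-20; incubation: 45 min room-temperature reaction, 5 min colour, 30 min stabiliser; compound: single 20 µM dose, 1% DMSO; reagent: Phosphorylated 17-residue peptide substrate; read-out: % inhibition at 20 µM; technique: colorimetric free-phosphate detection, absorbance 630 nm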
SUMO1-SIM PPI = modulators of SUMO1 protein-protein interactions, primary screen, biochemical, uHTS | Small ubiquitin-related modifier 1 (Homo sapiens), P63165 | SUMO1 binding to a labelled peptide, TR-FRET, 1 h | inhibition, % at 20 µM | 360,000 tested, 0.33% active | AID 602429, 2012; in the data active = inhibition above about 37%
Target sequence (P63165 whole entry, looked up): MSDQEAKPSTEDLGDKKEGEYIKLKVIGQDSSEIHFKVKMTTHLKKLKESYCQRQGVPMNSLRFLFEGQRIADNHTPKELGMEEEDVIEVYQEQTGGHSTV
NadD inh = inhibitors of S. aureus NadD, primary screen, biochemical, colorimetric, uHTS. purified NadD enzyme, colorimetric absorbance read-out. 360,000 tested, 0.78% active. Nicotinate-nucleotide adenylyltransferase NadD (Staphylococcus aureus N315). inhibition, % at 20 µM. AID 602399, 2012; in the data active = inhibition above about 26%; also: some compounds past the cut are filed as inactive
Neddylation inh = inhibitors of cullin neddylation, primary screen, biochemical, TR-FRET, uHTS, NAE and Ubc12 | NEDD8-conjugating enzyme Ubc12 (Homo sapiens) + NEDD8-activating enzyme E1 regulatory … | calls only at 25 µM | 360,000 tested, 0.58% active | AID 651699, 2012; in the data active = inhibition above about 36%
CendR NRP1 mod = modulators of CendR peptide binding to NRP-1, primary screen, biochemical, fluorescence polarization, uHTS | Neuropilin-1 (Homo sapiens), O14786 | FAM-RPARPAR peptide binding to NRP-1 | inhibition, % at 25 µM | 360,000 tested, 0.85% active;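 active = inhibition or corrected inhibition above about 18%, plus a signal ratio from 0.5 to 1.5, limit read from the data, passing the limit was not always enough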; also: strong numbers were not always called active
DNMT1 block = human DNMT1 methyltransferase inhibitors, primary screen, biochemical, molecular beacon, fluorescence, HinP1I cleavage, uHTS; DNA (cytosine-5)-methyltransferase 1 (Homo sapiens), P26358; 360,000 tested, 0.83% active; inhibition (reported as % activation of signal), % at 10 µM; in the data active = inhibition above about 50%
Starred values were filed as active, the others as inactive; i = inactive; . = no result given.

The line under a structure holds: LMPTP block	SKN-1 inh	Tb MetRS inh	STEP block	Scp-1 inhibitor	SUMO1-SIM PPI	NadD inh	Neddylation inh	CendR NRP1 mod	DNMT1 block
- Cc1nn(-c2ccc(F)cc2)c(Cl)c1/C=N/NC(=O)c1cccc(S(=O)(=O)N2CCCC2)c1
 : 2.8	-2	-0.2	14	50*	1	12	i	-9	75*
- Cc1ccc(-c2nc(C#N)c(N3CCC(C(N)=O)CC3)o2)cc1
 : 0.8	7	-0.5	0	-5	-5	-3	.	-3	0
- COc1ccc(C(O)C(CN2CCOCC2)c2ccccc2)cc1F (stereo not drawn)
 : 0.1	-11	-0.8	0	-1	-3	1	i	1	3
- O=C(NCCC(=O)N(CCc1ccccc1)Cc1ccccc1)c1ccccc1Cl
 : -9.4	10	-0.4	0	-4	-25	2	i	-3	1
- COc1ccc(C(O)c2ncc(-c3ccccc3)[nH]2)cc1 (stereo not drawn)
 : -0.1	3	-0.2	2	.	2	-2	i	7	1
- COc1ccc(CNC(=O)CCN2C(=S)NC(C)(C)CC2C)cc1 (stereo not drawn)
 : 0.1	-10	-0.5	2	-2	-2	-2	i	0	2
- O=C(Nc1ccc(Cl)cn1)c1ccc(Oc2ccccc2)cc1
 : 0.6	-5	-0.6	-1	0	0	-3	i	0	3
- Cc1ccc(NC(=O)c2cc(S(=O)(=O)N3CCCC3)cn2C)cc1C
 : 0.2	-8	-0.4	1	-12	-4	3	i	-7	-1
- O=C(Nc1cccc(S(=O)(=O)NC2=NCCCCC2)c1)c1cc(-c2ccc(Cl)cc2)nc2ccccc12
 : 3.0	10	-0.1	-2	0	-11	26*	i	0	-13
- CC(C)CN(CC(C)C)S(=O)(=O)N1CCC(C(=O)NCc2ccc3c(c2)OCO3)CC1
 : -0.3	-1	-0.2	0	-6	-2	-4	i	-5	5
- COc1cccc(CN(C)CCCn2cnc(C(=O)Nc3ccc(C)c(C)c3)n2)c1
 : 0.0	8	-0.8	-3	-8	9	-4	i	-4	3
- COc1ccc(C(=O)Nc2cccc(C(C)=O)c2)cc1S(=O)(=O)N1CCOCC1
 : -1.0	17	-1.0	-5	3	-4	4	i	16	-2
- CCn1c(SCC(=O)Nc2ccc3c(c2)OCO3)nc2c(c1=O)SC(C)C2 (stereo not drawn)
 : 0.0	-8	-0.5	-1	-10	-1	3	i	-1	-3
- O=C(CSc1ccc(S(=O)(=O)N2CCCCC2)cn1)Nc1ccccc1Br
 : 1.7	6	-0.2	19	-10	3	-5	i	4	0
- Cc1cc(=O)oc(C)c1C(=O)Nc1c(C)n(C)n(-c2ccccc2)c1=O
 : -0.5	-21	0.0	0	-1	0	-3	i	1	-2
- O=c1nc2ccccc2c(NS(=O)(=O)c2ccc(Cl)cc2)n1-c1ccccc1
 : 0.7	-9	-0.8	-1	-1	5	3	i	9	27
- Cc1c(C(=O)O/N=C(\N)c2ccccn2)cccc1[N+](=O)[O-]
 : -1.1	2	-0.8	1	-7	-6	-2	i	-3	-2
- Cc1ccc(-n2c(C)cc(C)c(C#N)c2=O)cc1C
 : 0.2	8	-0.5	-2	-3	-1	4	i	30*	1
- CC(=O)Nc1ccc(S(=O)(=O)NCC(=O)OCc2ccccc2)cc1
 : -1.7	11	0.3	0	-5	-1	0	i	1	2
- COc1cc(CC(NC(C)=O)C(=O)NC2CCN(C(=O)Nc3ccccc3Cl)CC2)cc(OC)c1 (stereo not drawn)
 : 0.0	-16	-0.8	-4	-1	4	10	i	3	1
- O=C(Nc1ccc(Cl)c(C(F)(F)F)c1)[C@@H]1CC=C[C@@H]2CCN(C3CC3)C(=O)[C@@H]21
 : 2.0	-10	-0.3	-1	-8	0	1	i	24*	5
- O=C(O)CCN1CCc2ccccc2C1c1cccs1 (stereo not drawn)
 : -1.0	-5	-0.4	-5	-7	-1	-5	i	1	-1
- COc1ccc(N(CC(=O)NCCSc2ccccc2)S(=O)(=O)c2ccccc2)c(OC)c1
 : 1.9	-1	-0.2	1	-15	-2	-2	i	-1	-1
- c1ccc(Nc2nc(N3CCCCC3)nc(N3CCCCC3)n2)cc1
 : 2.8	15	-0.1	0	5	0	6	i	13	0
- CC(C)CCNC(=O)c1onc(CSc2ccncc2)c1C(=O)NCCC(C)C
 : -0.3	5	-0.2	-4	2	-3	-7	i	9	1
- CN1C(=O)[C@H]2[C@@H](C3CC3)N3C(=O)CN(CC4CC4)C(=O)[C@@]3(C)[C@H]2C1=O
 : 0.1	10	-0.1	-1	0	2	1	i	12	3
- COC(=O)c1ccc2c(=O)n(-c3ccc(OC)cc3)c(=S)[nH]c2c1
 : -1.0	-2	0.4	1	-14	-5	-1	i	-11	0
- O=C(N1CCOCC1)N1CCN(c2ccccn2)CC1
 : -1.3	-3	-0.7	-1	0	-3	-3	i	-1	-1
- CN(C)CCCN(Cc1ccccc1)C(=S)Nc1ccc(SC(F)F)cc1
 : -1.2	1	-0.4	6	-1	0	-1	i	4	1
- CCc1c(C)n([O-])c2c([n+]1=O)CCC2
 : -2.4	-54	-1.0	-3	-5	-4	-1	i	-8	-1
- O=C(Nc1ccccc1N1CCCCC1)c1ccc(Cl)c([N+](=O)[O-])c1
 : 2.3	9	-1.6	0	4	-7	4	i	12	2
- COc1cccc(C(C(=O)NC2CCCC2)N(Cc2ccc(C)cc2)C(=O)c2ccco2)c1OC (stereo not drawn)
 : -0.4	6	-0.9	0	1	-1	1	i	-5	2
- COc1ccc([C@H]2CC(=O)C=C(c3c(OC)cccc3OC)C2)cc1
 : 0.0	0	0.0	0	-5	-2	-9	i	-3	2
- COc1ccc(Cl)cc1N1C(=O)C2CCCN2C1c1sccc1C (stereo not drawn)
 : 0.3	8	-0.7	-3	-1	0	3	i	-3	0
- CC(=NN1CC(=O)NC1=O)c1ccc([N+](=O)[O-])o1
 : -1.7	12	-0.3	-2	-8	-39	-4	i	13	9
- O=C(CCNS(=O)(=O)c1ccccc1C(F)(F)F)N1CCN(c2ccccc2O)CC1
 : 0.7	11	-0.3	2	-2	0	-2	i	11	-5
- O=C(N/N=C1\C/C(=N\NC(=O)c2ccncc2)c2ccccc21)c1ccncc1
 : 4.4	7	0.3	12	-11	21	1	i	18	6
- COc1ccc(N2CCN(C(=O)c3sc4ncn(CC(=O)N5CCCCC5C)c(=O)c4c3C)CC2)cc1 (stereo not drawn)
 : -0.6	6	1.2	3	-6	2	3	i	16	1
- COc1ccc(F)cc1C(=O)C1CCCN(C(=O)CSc2ccccn2)C1 (stereo not drawn)
 : -0.3	-5	-0.7	0	-7	0	-4	i	-1	-1
- COc1ccc(C(CNC(=O)c2ccc(NS(=O)(=O)c3ccc(F)c(C)c3)cc2)N2CCCC2)cc1 (stereo not drawn)
 : 0.9	0	-0.3	2	-6	-4	3	i	3	-4
- Cc1ccc(NC(=O)Cc2csc(-c3ccccc3)n2)cc1F
 : 1.8	8	0.1	-2	-1	-4	1	i	6	-5
- COc1ccc(OCC(=O)Nc2ccc(C)c(S(=O)(=O)N(C)C)c2)cc1
 : -0.1	-2	-0.7	0	12	0	-2	i	-4	-10
- CCOC(=O)c1ccc(NCc2ccncc2)cc1
 : -0.6	12	-0.8	3	-2	-2	4	i	2	-1
- C/C(N)=C(/C#N)C(=O)CSc1nnc(C)n1-c1ccccc1
 : 0.7	6	-0.2	-3	3	4	2	i	-1	1
- Cc1c(F)cccc1NS(=O)(=O)c1ccc(N2CCCC2=O)cc1
 : 0.7	8	-0.1	-1	-10	7	10	i	-15	-1
- CCN1CCN(C(=O)c2ccc3c(c2)c(C)c(C)n3Cc2ccccc2)CC1
 : 0.0	14	-0.2	-1	-6	-1	-11	i	-7	-2
- Fc1ccc(NC(=S)NC23CN4CN(CN(C4)C2)C3)cc1
 : -6.7	6	0.7	-1	-11	0	1	i	1	-1
- O=C(C1CCN(Cc2ccccc2)CC1)N1CCN(C/C=C/c2ccccc2)CC1
 : 0.4	0	-0.6	0	-8	-14	-3	i	1	-5
- O=C(O)CCSCCCN1C(=O)c2cccc3cccc(c23)C1=O
 : -1.1	-6	-0.3	-2	-2	-12	2	i	2	1
- CCCCn1c(N)c(N(CCOC)C(=O)c2ccc(C)c(S(=O)(=O)N3CCCCC3)c2)c(=O)[nH]c1=O
 : -1.3	11	0.3	1	1	3	2	i	-1	0
- COc1ccc(/C=C/C(=O)NCc2cn(C)nc2C)cc1COc1ccc(Br)cc1
 : 2.2	-1	-0.4	0	-4	-5	-5	i	-9	-3
- CCOc1ccc(NC(=O)CCN2CCN(c3ccccc3F)CC2)cc1
 : -0.2	-12	-0.6	-5	-13	2	2	i	0	0
- Nc1c(C(=O)C2CC2)sc2nc(-c3ccccc3)cc(C(F)(F)F)c12
 : 0.9	-63	-0.9	-41	-5	-6	-5	i	123	68*
- COc1ccc(NC(=S)N=Nc2c(O)[nH]c3ccccc23)cc1
 : 2.4	0	0.1	3	-8	-11	-5	i	-1	-4
- CC(=O)NCCNc1nc2cc(-c3ccsc3)sc2c(=O)n1C
 : -0.2	13	0.9	5	.	-20	-3	i	-1	0
- CCCCn1c(N)c(Sc2ccccc2[N+](=O)[O-])c(=O)[nH]c1=O
 : -1.2	5	0.1	0	-1	-36	1	i	12	2
- COc1ccc(S(=O)(=O)N2CCCC(C(=O)NCc3cccnc3)C2)cc1OC (stereo not drawn)
 : -0.1	-13	-0.6	0	-1	5	-2	i	0	-3
- Cc1ccc(-c2c[n+](CC(=O)Nc3ccccc3)c3n2CCC3)cc1
 : -1.2	-5	-0.2	-1	3	4	-11	i	19	1

Some entries already given, limited to DNMT1 block, Tb MetRS inh and SUMO1-SIM PPI.
SMILES,DNMT1 block,Tb MetRS inh,SUMO1-SIM PPI
CCOc1ccc(NC(=O)CCN2CCN(c3ccccc3F)CC2)cc1,0,-0.6,2
COc1ccc([C@H]2CC(=O)C=C(c3c(OC)cccc3OC)C2)cc1,2,0.0,-2
